# Dengue-2 NS5 capping: Dengue-2 NS5 methyltransferase inhibitors, primary screen, biochemical, confirmation dose response (AID 588689) | Dengue-2 NS5 methyltransferase capping enzyme assay, biochemical; higher % means a stronger effect | 0.3% of 340,000 active | inhibition, % at 25 µM, or IC50 in µM where a hit was titrated; in the data active = a potency from the dose series; inconclusive = inhibition above about 29% without an active follow-up result
# UTI89 phage lysis: inhibition of K1F phage lysis, E. coli UTI89, bacterial capsule biogenesis inhibitors, alamar blue (AID 488966); E. coli UTI89 K1F phage lysis, alamar blue, 2 h; higher % means a stronger effect; inhibition, % at 100 µM, or IC50 in µM where a hit was titrated; 0.02% of 340,000 active;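 active = phage lysis inhibition, versus mean bacterial control, above a set limit; inconclusive = no clear call, values can overlap the other calls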;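 note: capsule biogenesis inhibitors block K1F phage lysis so surviving cells raise fluorescence; higher fluorescence means more inhibition of phage lysis; actives were called in the ten point dose series up to 300 µM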
# SV40 large T antigen: SV40 large T antigen inhibitors, biochemical (AID 1903). SV40 large T antigen ATPase/helicase inhibition assay; higher % means a stronger effect. 0.39% of 310,000 active. inhibition, % at 20 µM; hits with a dose series show IC50 in µM; in the data active = a potency from the dose series; inconclusive = inhibition mostly from about 32% at the one dose, without a potency; inactive = the rest, 99 in 100 with inhibition below about 32%; note: strong numbers were not always called active
# NTR1 agonist: agonists of NTR1, primary screen, imaging, U2OS cells, beta-arrestin-GFP, high content (AID 493036); 0.17% of 330,000 active; Neurotensin receptor type 1 (Homo sapiens), P30989; NTR1-U2OS beta-arrestin-GFP spot imaging, agonist mode; activation, % at 20 µM;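 active = activation at or above 40% of the spot to cytoplasm intensity ratio, with at least 20 cells analyzed; inconclusive = wells under 20 cells, flagged as cytotoxic or low count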;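 note: 0% = DMSO without peptide and 100% = 100 nM NTR1 peptide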
# Target sequence (P30989 whole entry, looked up): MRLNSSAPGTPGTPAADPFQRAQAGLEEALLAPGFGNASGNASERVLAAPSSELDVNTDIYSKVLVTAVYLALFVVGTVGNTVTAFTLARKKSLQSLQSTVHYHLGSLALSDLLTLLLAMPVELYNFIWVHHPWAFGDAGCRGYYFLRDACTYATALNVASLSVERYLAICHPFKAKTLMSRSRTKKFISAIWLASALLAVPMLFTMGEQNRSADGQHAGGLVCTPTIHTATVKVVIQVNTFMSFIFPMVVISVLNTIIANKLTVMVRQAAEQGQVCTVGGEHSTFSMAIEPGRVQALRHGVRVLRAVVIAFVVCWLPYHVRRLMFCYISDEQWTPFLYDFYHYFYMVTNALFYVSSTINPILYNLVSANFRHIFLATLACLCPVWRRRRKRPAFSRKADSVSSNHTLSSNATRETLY
# West Nile virus CPE: West Nile virus antiviral activity, cell-based, CPE readout (AID 1621) | West Nile virus-infected cells, CPE inhibition; higher % means a stronger effect | CPE inhibition, % at 10 µM, or IC50 in µM where a hit was titrated | 0.02% of 290,000 active; in the data active = a potency from the dose series; inconclusive = CPE inhibition mostly from about 3.7% at the one dose, without a potency; inactive = the rest, 99 in 100 with CPE inhibition below about 2.2%; note: strong numbers were not always called active
# Salmonella PhoP GFP: inhibitors of PhoP regulon expression, primary screen, Salmonella Typhimurium, GFP reporter (AID 1863). one-dose inhibition, % at 50 µM; IC50 in µM for titrated hits. S. Typhimurium PhoP-regulated promoter GFP reporter, 4 h; higher % means a stronger effect. 0.16% of 300,000 active;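 active = inhibition over 29.93%, a cutoff 3 SD above the screen mean, later confirmed by dose response; inconclusive = inhibition over 29.93% but no dose response follow-up; inactive = inhibition at most 29.93% or unconfirmed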;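 note: 0% = low Mg2+ inducing control and 100% = high Mg2+ repressing control; strong numbers were not always called active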
# RSV antiviral HEp-2: RSV antiviral activity via CPE protection, HEp-2 cells, primary 10 µM value included (AID 2391). HEp-2 cells, RSV-induced CPE inhibition; higher % means a stronger effect. one-dose CPE inhibition, % at 10 µM; IC50 in µM for titrated hits. 0.13% of 310,000 active; in the data active = a potency from the dose series; inconclusive = CPE inhibition mostly from about 23% at the one dose, without a potency; inactive = the rest, 99 in 100 with CPE inhibition below about 21%; note: strong numbers were not always called active
# T cell modulator: modulators of CD8 T cell-vesicle binding, primary screen, mouse 2C CD8+ T cells, flow cytometry; 2C CD8+ T cell-vesicle binding; active compounds read low; calls only at 7 µM; 0.068% of 330,000 active; AID 2052, 2009;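 active = response, share of CD8 T cells binding vesicles, and their 90th percentile fluorescence all below set limits, cut at about 80% in these data, passing the limit was not always enough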
#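 incubation = binding step 1.5 h, 37 °C, antibody labelling 20 min, ice | test system = 2C mouse CD8+ T cells | read-out basis = percent CD8+ FL2 mean versus row control | controls = Peptide-free naked vesicles (low) and QL9 vesicles with 0.7% DMSO vehicle (high) | detection = flow cytometry of vesicle-bound cells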
# Rac1 GTP hydrolysis: MgcRacGAP GTPase-activating activity inhibitors, confirmation, biochemical, ADP Hunter fluorescence; 0.6% of 340,000 active; inhibition, % at 30 µM, or IC50 in µM where a hit was titrated; MgcRacGAP-stimulated Rac1 GTP hydrolysis, ADP Hunter fluorescence; higher % means a stronger effect; GST-tagged Rac1 F28L mutant substrate; Rac GTPase-activating protein 1 (Homo sapiens);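 active = first-screen hits whose inhibition reached a set limit at any dose in the follow-up dose series; inconclusive = inhibition above the set first-screen limit but never retested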;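 note: fluorescence reports GDP produced by GAP-driven GTP hydrolysis; strong numbers were not always called active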
# T cell modulator vesicle-bound %: recorded beside T cell modulator, whose call it bears; double positive events, %; measured here: CD8+ vesicle-bound cell fraction;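 binding gate set so that unloaded-vesicle control wells show 10% double positive cells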
# NTR1 agonist cell count 20 µM: second read-out of NTR1 agonist, no call of its own (marks repeat the call); cell count; measured here: cell count, cytotoxicity flag
# Dengue-2 NS5 capping pilot replicate: further read-out of Dengue-2 NS5 capping, marked with its call; inhibition, %; measured here: pilot screen replicate inhibition
# An asterisk follows results filed as active; i = inactive; ? = inconclusive; nt = not tested or not shown; [ ] = another dose, or the depositor's remark.
SMILES,Dengue-2 NS5 capping,UTI89 phage lysis,SV40 large T antigen,NTR1 agonist,NTR1 agonist cell count 20 µM,West Nile virus CPE,Salmonella PhoP GFP,RSV antiviral HEp-2,T cell modulator,T cell modulator vesicle-bound %,Rac1 GTP hydrolysis,others
S=C1NC(c2ccccc2)=NCN1c1ccccc1,-6%,0.4%,2%,-1.9,93,-0.2%,-3%,1.2%,i,18,8%,
N#Cc1c(NC(=O)c2ccncc2)sc2c1CCC2,6%,-0.5%,26%,0.7,72,0.2%,-2%,nt,i,50,20%,
O=C(CCCN=C1NS(=O)(=O)c2ccccc21)OCC(=O)c1ccccc1,-3%,0.1%[50 µM],14%,1.4,55,nt,1%,0.8%,i,20,3%,
N#CC1=C2SCN(Cc3ccccc3)CN2C(=O)CC1c1ccc2c(c1)OCO2 (stereo not given),0%,-0.2%,23%,2.1,84,-1.0%,4%,0.8%,i,20,7%,
Cc1cc(C)nc(NC(=NCCc2c[nH]c3ccccc23)NC(=O)C(C)(C)C)n1,1%,0.3%,-3%,20,54,-0.3%,-1%,0.5%,i,6,9%,
CC(C)(C)NC(=S)NCCc1ccccc1,-7%,1.1%,1%,0.1,44,-0.1%,-4%,7.8%,i,18,5%,
COc1ccc(OC)c(S(=O)(=O)NC2CCCCC2)c1,-6%,0.1%,-5%,1.1,60,-0.1%,-2%,0.6%,i,30,3%,
Cc1cc(C)c(S(=O)(=O)/N=C2/C=C(SCC(=O)O)C(=O)c3ccccc32)cc1C,>100µM*,-1.3%,47%,-1.4,31,0.7%,-4%,nt,nt,nt,-46%,
Cc1ccc(CNc2ccc(CNc3ncn[nH]3)cc2)cc1,-3%,-0.4%,-5%,1.8,59,-1.4%,-3%,-0.1%,i,20,16%,
Cc1sc2nc(CSCC(=O)N(CCC#N)c3ccccc3F)[nH]c(=O)c2c1C,1%,1.5%[50 µM],nt,-0.1,57,nt,nt,nt,nt,nt,4%,
Cc1cccc(N2CCN(C(=O)c3cc(S(=O)(=O)N4CCOCC4)cn3C)CC2)c1C,-5%,2.5%,10%,-1.0,87,-0.9%,nt,2.2%,i,24,5%,
c1ccc2c(CCNc3ncnc4nc[nH]c34)c[nH]c2c1,1%,0.2%,0%,5.6,93,0.1%,-1%,2.6%,i,42,-1%,
O=C(O)Cc1cn(Cc2cccc(Cl)c2)c2ccccc12,-3%,0.3%,6%,-0.1,74,nt,3%,1.5%,i,50,-14%,
COc1ccc(S(=O)(=O)N2CCN(C(=O)NCc3ccc(OC)c(OC)c3)CC2)cc1,-10%,0.1%,5%,-0.6,59,0.0%,0%,1.6%,i,25,8%,
COC(=O)c1ccccc1NC(=O)CN1C(=O)c2ccccc2C1=O,nt,nt,10%,1.0,32,nt,nt,1.4%,i,57,nt,
CC/C(=N\NC(=S)Nc1ccc(OC)cc1)c1ccc(OC(F)F)cc1,0%,-0.3%[50 µM],7%,-0.1,66,-0.9%,-8%,1.0%,i,43,2%,
O=C(Nc1ccc2oc(=O)ccc2c1)c1ccc(-c2ccc(Cl)cc2)o1,-9%,3.9%,32%,-1.4,40,-0.2%,9%,2.3%,i,44,7%,
CCCCN(C)C1=CC2=CC(=C(C#N)C#N)CCC2CC1 (stereo not given),?,0.0%,13%,-4.1,73,-0.6%,-105%,1.0%,i,62,9%,
CC[C@]1(C(=O)OC)[C@H]2C(=O)N(C)C(=O)[C@H]2[C@H]2CN=C(SCc3ccc(C#N)cc3)N21,-7%,0.0%,nt,0.6,68,nt,nt,nt,nt,nt,5%,Dengue-2 NS5 capping pilot replicate=-5.8
O=C1NCCCC1C(=O)N/N=C/c1ccc(Cl)cc1 (stereo not given),5%,-1.6%,6%,-0.4,70,-0.1%,-10%,2.5%,i,58,11%,
Cc1sc(-n2c(C)cc(/C=C3\SC(=S)NC3=O)c2C)c(C#N)c1C,-19%,0.3%,20%,0.1,56,-0.1%,2%,8.3%,i,19,9%,
Cc1ccc(CSc2ncnc3c2cnn3Cc2ccccc2)cc1C,8%,-0.2%,16%,1.9,59,0.3%,12%,2.7%,i,24,-10%,Dengue-2 NS5 capping pilot replicate=2.1
Cc1ccccc1C(=O)NC1CCN(CC(=O)NCc2ccc(F)cc2)CC1,-18%,-0.1%,7%,2.3,41,-0.6%,-2%,-0.6%,i,6,6%,
COC(=O)c1ccccc1C(=O)N1CCCC(CCC(=O)NCc2ccc(F)c(F)c2)C1 (stereo not given),-1%,-0.1%,7%,0.0,43,-0.5%,1%,1.3%,i,12,4%,
CC(=O)N1CCc2cc(S(=O)(=O)NCCC(=O)NCCc3ccccc3)ccc21,-6%,1.2%,3%,-3.8,66,-1.0%,-6%,11%,i,36,8%,

# Going on with the list:
SMILES,Dengue-2 NS5 capping,UTI89 phage lysis,SV40 large T antigen,NTR1 agonist,NTR1 agonist cell count 20 µM,West Nile virus CPE,Salmonella PhoP GFP,RSV antiviral HEp-2,T cell modulator,T cell modulator vesicle-bound %,Rac1 GTP hydrolysis,others
CCN(CC)C1CCN(C(=O)CCc2nnc(CCCCc3ccccc3)o2)C1 (stereo not given),-3%,0.4%,0%,0.1,79,-1.0%,5%,-0.8%,i,40,8%,
CCc1cccc(C)c1Nc1nc2ccccc2n2cnnc12,-7%,-0.2%,9%,2.6,82,-1.4%,-1%,3.1%,i,28,6%,
Cc1ccc(/C=N/NC(=O)CSc2nc3ccccc3c(=O)n2-c2ccccc2C)s1,-1%,1.7%[50 µM],20%,7.5,54,0.7%,-3%,11%,i,43,9%,
CNC(=O)c1ccsc1NC(=O)c1ccc(Cl)s1,-8%,-0.2%,1%,2.6,83,1.1%,0%,3.6%,i,34,19%,
Cc1cccc(NC(=O)c2cc(NC(=O)C3CCCCC3C(=O)O)ccc2N2CCCCC2)c1 (stereo not given),38µM*,-1.6%,9%,13,72,nt,-12%,25%,i,54,-4%,
Cc1cc(O)c(/C=N/Nc2ccc(Cl)cc2)c(=O)o1,-5%,0.7%,9%,-0.4,49,-0.3%,-3%,2.4%,i,42,2%,
CCCOC(=O)c1ccc(NC(=O)c2cc(=O)[nH]c3ccccc23)cc1,-10%,0.1%,9%,5.7,61,0.4%,-2%,1.2%,i,51,9%,
O=C(c1ccc(CS(=O)Cc2ccccc2Cl)o1)N1CCN(c2ccccn2)CC1 (stereo not given),10%,-2.9%,10%,-0.1,50,0.1%,-2%,0.9%,i,9,-2%,
CC12CCC(C(=Nc3ccc(N=C4C(=O)C5(C)CCC4C5(C)C)cc3)C1=O)C2(C)C,nt,0.5%[50 µM],-7%,-0.5,65,1.1%,6%,-0.9%,i,34,nt,
OCCN(Cc1ccccc1)Cc1nc(CC2CC2)no1,-4%,0.1%,10%,-0.4,60,-0.1%,-8%,0.2%,i,24,10%,
O=C(CCc1nnc(Cc2cccc(C(F)(F)F)c2)o1)NCC(F)(F)F,-9%,0.1%,23%,0.3,87,0.8%,-5%,0.7%,i,58,6%,
O=C(CSc1nnc(-c2cccnc2)n1Cc1ccco1)c1ccccc1,-1%,0.6%[50 µM],20%,-0.4,65,nt,4%,1.7%,i,45,-15%,
CCn1c(SCc2nc3ccccc3[nH]2)nnc1-c1ccncc1,-1%,2.0%,6%,-0.7,49,0.8%,1%,0.1%,i,50,2%,
CC(=O)c1sc(NC(=O)c2ccccc2C)nc1C,-1%,-1.1%,10%,0.7,50,-0.3%,5%,-1.3%,i,59,6%,
CC(C)(Oc1ccc(Cl)cc1)C(=O)NCc1ccc(S(N)(=O)=O)cc1,-3%,-0.3%,3%,0.3,30,-0.7%,0%,1.1%,i,53,1%,
O=C(Nc1ccc(Cl)c(Cl)c1)OCCNC(=O)c1cccc(Cl)c1,-8%,0.0%,3%,3.8,40,-0.5%,-2%,19%,i,50,6%,
CCOC(=O)c1sc2c(c1C)c(=O)n(Cc1ccccc1)c(=O)n2CCN(C)C,-8%,0.2%,-3%,2.6,56,-0.5%,13%,3.7%,i,56,6%,
Cc1ccc(C)c(N(CC(=O)NCCC2=CCCCC2)S(C)(=O)=O)c1,-8%,1.8%,3%,-0.1,68,1.1%,-1%,1.2%,i,51,5%,
COc1ccc(S(=O)(=O)N2CCOC2CNC(=O)C(=O)NCCN(C)C)cc1 (stereo not given),-6%,-0.4%[50 µM],-3%,-1.3,73,-0.4%,0%,-0.5%,i,10,10%,
COc1ccc(N2CCN(c3oc(Cc4ccccc4)nc3C#N)CC2)cc1,-1%,0.2%,-5%,3.7,81,-1.1%,23%,8.8%,i,39,13%,
CNC(=S)N(Cc1ccc(OC)cc1)Cc1cc2ccc(C)cc2[nH]c1=O,-2%,-0.3%,0%,2.4,38,-1.2%,-1%,2.8%,i,61,6%,
COc1ccc(CNC(=O)CCNC(=O)N2CCn3c2nc2ccccc23)cc1,-9%,0.0%,12%,-0.6,47,-0.1%,5%,-1.3%,i,19,0%,
CCCn1c(SCC(=O)c2c(N)n(C3CC3)c(=O)[nH]c2=O)nnc1-c1ccncc1,8%,0.5%[50 µM],nt,1.4,63,nt,nt,2.2%,i,51,8%,
O=C(Nc1nccs1)c1cc(Cl)nc2ccccc12,-4%,-0.3%,17%,0.3,48,0.4%,-14%,nt,i,28,9%,

# Four consecutive compounds out of the list so far, for reference:
SMILES,Dengue-2 NS5 capping,UTI89 phage lysis,SV40 large T antigen,NTR1 agonist,NTR1 agonist cell count 20 µM,West Nile virus CPE,Salmonella PhoP GFP,RSV antiviral HEp-2,T cell modulator,T cell modulator vesicle-bound %,Rac1 GTP hydrolysis,others
CNC(=S)N(Cc1ccc(OC)cc1)Cc1cc2ccc(C)cc2[nH]c1=O,-2%,-0.3%,0%,2.4,38,-1.2%,-1%,2.8%,i,61,6%,
COc1ccc(CNC(=O)CCNC(=O)N2CCn3c2nc2ccccc23)cc1,-9%,0.0%,12%,-0.6,47,-0.1%,5%,-1.3%,i,19,0%,
CCCn1c(SCC(=O)c2c(N)n(C3CC3)c(=O)[nH]c2=O)nnc1-c1ccncc1,8%,0.5%[50 µM],nt,1.4,63,nt,nt,2.2%,i,51,8%,
O=C(Nc1nccs1)c1cc(Cl)nc2ccccc12,-4%,-0.3%,17%,0.3,48,0.4%,-14%,nt,i,28,9%,

# From PubChem
